Screening data: PubChem BioAssay, The Scripps Research Institute Molecular Screening Center
MITF inh: MITF inhibitors, primary screen, biochemical, AlphaScreen, human. Microphthalmia-associated transcription factor (Homo sapiens), O75030. AlphaScreen MITF homodimerization, bead proximity signal. inhibition, % at 2.6 µM. 650,000 tested, 0.91% active. AID 1259374, 2018; in the data active = inhibition above about 50%;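 note: 0% = vehicle wells with protein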
TEAD-YAP inh: TEAD-YAP interaction inhibition, primary screen, TEAD-YAP interaction inhibitor project, luminescence, HEK-TIYL cells; TEAD-Gal4/YAP UAS-luciferase luminescence; inhibition, % at 9.12 µM; 640,000 tested, 1.4% active; AID 1259422, 2018; in the data active = inhibition above about 32%;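 note: 0% = median of test compound wells and 100% = reference inhibitor wells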
GPR151 activ: activators of human GPR151, primary screen, cell-based, PathHunter beta-arrestin, luminescence | G-protein coupled receptor 151 (Homo sapiens), Q8TDV0 | activation, % at 11.2 µM | 650,000 tested, 1% active | PathHunter beta-arrestin GPR151 cells; in the data active = activation above about 4.9%;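 note: 0% = median of compound wells and 100% = cells with positive control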
Target sequence (Q8TDV0 whole entry, looked up): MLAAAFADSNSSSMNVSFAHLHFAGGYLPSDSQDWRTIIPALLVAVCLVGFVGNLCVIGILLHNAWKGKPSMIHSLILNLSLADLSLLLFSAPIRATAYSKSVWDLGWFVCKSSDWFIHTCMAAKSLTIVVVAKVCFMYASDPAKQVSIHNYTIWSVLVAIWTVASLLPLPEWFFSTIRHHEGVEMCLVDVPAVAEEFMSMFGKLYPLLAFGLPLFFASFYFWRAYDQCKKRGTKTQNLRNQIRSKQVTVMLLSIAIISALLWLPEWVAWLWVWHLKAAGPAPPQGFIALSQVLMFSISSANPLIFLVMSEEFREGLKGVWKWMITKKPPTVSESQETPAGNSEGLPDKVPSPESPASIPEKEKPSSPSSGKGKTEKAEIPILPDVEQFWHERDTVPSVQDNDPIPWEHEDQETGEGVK
FBW7 act: FBW7 E3 ligase activators, primary screen, biochemical, AlphaScreen, human; F-box/WD repeat-containing protein 7 (Homo sapiens), Q969H0; AlphaScreen FBW7–phospho-cyclin E peptide binding, activator screen; normalized activity (activation), % at 26.1 µM; 650,000 tested, 0.13% active; AID 1259310, 2017; in the data active = normalized activity above about 1.9%;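 note: purified mutant Fbw7 with reduced substrate affinity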
Target sequence (Q969H0 whole entry, looked up): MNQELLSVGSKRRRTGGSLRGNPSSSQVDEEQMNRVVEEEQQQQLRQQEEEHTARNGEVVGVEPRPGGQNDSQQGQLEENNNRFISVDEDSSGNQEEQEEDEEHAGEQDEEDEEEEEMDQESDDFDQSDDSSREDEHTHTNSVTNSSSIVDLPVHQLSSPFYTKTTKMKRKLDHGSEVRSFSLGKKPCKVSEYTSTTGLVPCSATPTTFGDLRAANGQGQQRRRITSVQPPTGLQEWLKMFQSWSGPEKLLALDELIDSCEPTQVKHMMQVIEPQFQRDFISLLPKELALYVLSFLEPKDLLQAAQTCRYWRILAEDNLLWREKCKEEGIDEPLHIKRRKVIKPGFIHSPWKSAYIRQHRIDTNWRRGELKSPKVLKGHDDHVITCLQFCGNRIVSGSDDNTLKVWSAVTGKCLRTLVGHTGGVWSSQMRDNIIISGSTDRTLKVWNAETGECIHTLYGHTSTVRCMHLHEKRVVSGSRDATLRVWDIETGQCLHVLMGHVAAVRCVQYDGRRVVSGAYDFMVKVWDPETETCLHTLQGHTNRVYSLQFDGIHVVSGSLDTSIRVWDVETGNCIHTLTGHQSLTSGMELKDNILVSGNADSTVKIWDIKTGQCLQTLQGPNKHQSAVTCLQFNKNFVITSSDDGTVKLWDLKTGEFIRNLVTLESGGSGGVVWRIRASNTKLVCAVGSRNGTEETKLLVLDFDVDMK
* hit, by the source's call.

SMILES	MITF inh	TEAD-YAP inh	GPR151 activ	FBW7 act
O=C(O)CCCC(=O)Nc1ccc(-c2ccccc2)cc1	4.3	2.0	-0.8	0.1
COC(=O)C1=C(C)NC2=C(C(=O)CC(c3ccccc3)C2)C1c1cc(OC)ccc1OC (stereo not given)	3.4	33.0*	1.9	0.1
CCOc1ccccc1NC(=O)c1ccc(S(=O)(=O)N2CCN(C)CC2)o1	-4.8	-10.8	0.6	-0.2
Cc1cc(C)n(-c2ccc(N3CCC(C(=O)NC4CCCCC4)CC3)nn2)n1	-3.8	-3.9	0.7	0.0
CCNC(=O)CN(C)S(=O)(=O)c1ccc(C)cc1	15.0	-5.2	0.4	0.8
CN(C)CCNc1ccnc2c(-c3ccoc3)cnn12	9.9	-13.9	-0.2	0.1
COCCCN1CC(O)=C(c2nc3ccccc3[nH]2)C1=N	1.2	-14.6	-1.0	-0.1
O=C(N/N=C/c1ccccn1)c1cc(Br)ccc1O	14.8	-28.1	-0.3	-0.3
CCOC(=O)C(/C=N/c1cc(-c2ccccc2)nn1Cc1ccccc1)=C(\C)O	4.3	-0.5	-1.4	0.0
O=C1C(Cl)=C(NCCCN2CCOCC2)C(=O)N1CCc1ccccc1	-2.5	-2.3	-0.2	0.0
COc1ccccc1-c1cc(-c2ccccc2)nc(SCC(=O)c2ccc(Cl)cc2)c1C#N	-3.4	16.0	2.2	0.0
CC1CN=C(N(Cc2ccccc2Cl)C(=O)Nc2cccc(Cl)c2)S1 (stereo not given)	19.1	-3.7	1.0	0.3
OC1CCN(c2ccnc3c(-c4ccoc4)cnn23)CC1	4.5	-22.8	0.4	-1.2
COc1cccc(-c2nc[nH]c2C)c1	-0.4	-7.8	-2.0	-0.2
Nc1ncc(-c2ccc(F)c(Cl)c2)nc1N1CCOCC1	-3.3	-8.3	2.1	-0.2
Cc1ccc(C)c(S(=O)(=O)N2CCN(Cc3nc(-c4cccs4)cs3)CC2)c1	9.7	3.1	-0.2	0.0
CC1=NN(C(=O)c2csc(C)c2C)C(O)(C(F)(F)F)C1 (stereo not given)	-7.2	-38.4	1.0	-0.1
Cc1ccc2oc(-c3ccccc3)cc(=NCCO)c2c1	0.1	-8.1	0.8	-0.2
COc1ccccc1C(=O)N/N=C/c1ccco1	4.5	-24.1	0.4	0.1
Cc1ccc(N2C(=O)CC(N3CCC(O)(c4ccc(Br)cc4)CC3)C2=O)cc1 (stereo not given)	6.1	10.1	-0.7	-0.1
COc1ccccc1CNc1nc2c(S(=O)(=O)c3ccccc3)nnn2c2ccccc12	3.8	9.3	-0.4	0.0
CC1=NNC(=O)C1CCC(=O)N/N=C(\C)c1ccc(Br)cc1 (stereo not given)	-1.0	1.2	-0.2	0.8
O=S(=O)(c1ccc(Nc2nccc(-c3cncc(N4CCOCC4)c3)n2)cc1)N1CCOCC1	-11.6	-7.7	0.1	-0.2
O=C1NC2(CCN(Cc3ccccc3F)CC2)C(=O)N1Cc1ccc(F)cc1	2.3	12.7	-0.3	0.7
CCOc1ccccc1N1CCN(C(=O)Nc2ccc(C(C)=O)cc2)CC1	-36.5	2.3	0.0	-0.1
COc1ccc(CN2CCN(Cc3c[nH]c4ccccc34)CC2CCO)cc1C (stereo not given)	0.8	-4.7	-1.7	-0.1
O=C(NCC12CC3CC(CC(C3)C1)C2)c1ccccc1	-4.8	-5.7	1.4	-0.2
CC(=O)NC(=S)Nc1ccc(N2CCOCC2)c(Cl)c1	9.9	3.5	1.4	0.2
O=C1CN(C(=O)c2ccc(F)cc2)c2ccccc2N1	-5.8	3.1	0.4	0.5
c1ccc(-c2cnnc(SCc3cn4cccnc4n3)n2)cc1	-13.1	5.8	-0.1	0.1
CCOc1ccc(NC(=O)COc2ccc(C)cc2)c([N+](=O)[O-])c1	14.3	-2.3	1.3	0.0
O=C(N[C@H]1C[C@H]2C(=O)N[C@@H](CSCc3ccccc3)C(=O)N2C1)c1cnn(-c2ccccc2)c1C(F)(F)F	-2.1	11.9	0.2	-0.3
CCOc1ccc(S(=O)(=O)N(CC(=O)NC(C(C)C)C(C)C)c2ccccc2)cc1	5.1	4.1	-0.9	0.0
CCc1ccc(Nc2ncc3c(n2)CC(C)CC3=O)cc1 (stereo not given)	-4.7	-45.1	-0.1	-0.1
Cc1cccc(NC(=O)COc2cccc3c2CCN(C)C3=O)c1C	12.2	11.7	1.0	0.0
CCOC(=O)c1c(NC(=O)C(C)Sc2nnc(CNC(=O)c3cc(OC)cc(OC)c3)n2C)sc2c1CCCCC2 (stereo not given)	3.2	0.6	1.6	0.0

Next section; the last 6 above are carried over.
SMILES	MITF inh	TEAD-YAP inh	GPR151 activ	FBW7 act
CCOc1ccc(NC(=O)COc2ccc(C)cc2)c([N+](=O)[O-])c1	14.3	-2.3	1.3	0.0
O=C(N[C@H]1C[C@H]2C(=O)N[C@@H](CSCc3ccccc3)C(=O)N2C1)c1cnn(-c2ccccc2)c1C(F)(F)F	-2.1	11.9	0.2	-0.3
CCOc1ccc(S(=O)(=O)N(CC(=O)NC(C(C)C)C(C)C)c2ccccc2)cc1	5.1	4.1	-0.9	0.0
CCc1ccc(Nc2ncc3c(n2)CC(C)CC3=O)cc1 (stereo not given)	-4.7	-45.1	-0.1	-0.1
Cc1cccc(NC(=O)COc2cccc3c2CCN(C)C3=O)c1C	12.2	11.7	1.0	0.0
CCOC(=O)c1c(NC(=O)C(C)Sc2nnc(CNC(=O)c3cc(OC)cc(OC)c3)n2C)sc2c1CCCCC2 (stereo not given)	3.2	0.6	1.6	0.0
CCOc1cc(/C=N/NC(=O)C2COc3ccccc3O2)ccc1O (stereo not given)	-5.6	8.4	-0.4	0.1
Oc1ccc(C2CNCc3sccc32)cc1O (stereo not given)	-2.7	-11.6	0.4	-0.2
CCCCCCCc1ccc(-c2ccc(C#N)cn2)cc1	-4.1	-1.1	0.4	0.0
Cc1ccc2cc(S(=O)(=O)NCc3ccc4c(c3)OCO4)ccc2c1	14.3	5.1	-0.8	0.8
COc1ccc(NC(=O)C2C3C=CC4(O3)C2C(=O)N(CCN(C)Cc2ccccc2)C4C(=O)NC2CCCCC2)cc1 (stereo not given)	13.5	7.0	-0.5	0.2
O=C(OCc1cnc(-c2ccccc2)o1)c1ccco1	7.5	4.9	0.5	0.0
CC(C)CN(C)C(=O)CCc1nnc(CCc2ccccc2)o1	0.4	-17.6	0.4	0.0
Cc1ccc(CN2CCC(N(C)C(C)c3cccs3)CCC2=O)cc1 (stereo not given)	6.4	-0.7	0.0	0.1
Cc1cc(NC(=O)c2oc(=O)c3ccccc3c2-c2ccccc2)ccc1Br	14.4	11.9	3.1	0.3
CCN(CC)CCSC(=O)C(c1ccccc1)c1ccccc1	15.1	-5.4	-1.7	0.5
CCOC(=O)C1=C(CN2CCc3ccccc32)NC(=O)NC1c1ccc2c(c1)OCO2 (stereo not given)	-8.9	-11.5	-1.0	-0.2
O=[N+]([O-])c1cccc(-c2nnc(C34CC5CC(CC(C5)C3)C4)o2)c1	4.3	10.9	-0.4	-0.2

One compound at a time, from the list above. Values in the order: MITF inh	TEAD-YAP inh	GPR151 activ	FBW7 act
Cc1ccc2cc(S(=O)(=O)NCc3ccc4c(c3)OCO4)ccc2c1 is listed with 14.3	5.1	-0.8	0.8
COc1ccc(NC(=O)C2C3C=CC4(O3)C2C(=O)N(CCN(C)Cc2ccccc2)C4C(=O)NC2CCCCC2)cc1 (stereo not given) is listed with 13.5	7.0	-0.5	0.2
Cc1cc(NC(=O)c2oc(=O)c3ccccc3c2-c2ccccc2)ccc1Br is listed with 14.4	11.9	3.1	0.3
O=C(OCc1cnc(-c2ccccc2)o1)c1ccco1 is listed with 7.5	4.9	0.5	0.0
CCOC(=O)C1=C(CN2CCc3ccccc32)NC(=O)NC1c1ccc2c(c1)OCO2 (stereo not given) is listed with -8.9	-11.5	-1.0	-0.2

(continued)
SMILES	MITF inh	TEAD-YAP inh	GPR151 activ	FBW7 act
O=C(c1ccccc1Br)N1CCN(c2nnnn2-c2ccccc2)CC1	-4.8	-4.5	0.1	-0.2
Cc1cccc(NC(=S)N(CCN2CCCCCC2)Cc2ccco2)c1	-1.1	-8.0	0.1	-0.1
CO/N=C/c1ccc(Sc2ccccc2N)c([N+](=O)[O-])c1	32.4	-7.2	0.9	0.0
CCCCOC(=O)N1CCOCCOCCN(C(=O)OCCCC)CCOCCOCC1	-0.7	4.8	3.1	0.0
COc1ccc([C@H]2Oc3cc(OC)cc(OC)c3C[C@H]2O)cc1	6.1	-3.0	3.3	-0.1
COc1ccc(C2=NC(c3ccc(OC)cc3)NC(c3cc(Cl)ccc3O)C2)cc1 (stereo not given)	0.0	2.8	-0.8	0.3
O=C(CNc1n[nH]c(=O)[nH]c1=O)NNC(=O)c1ccc(Cl)cc1	11.0	3.5	1.3	1.7
NC(=O)COC(=O)c1cc2c(s1)CCC2	61.6*	10.1	0.6	0.3
CCN1CCN(c2cc(C)c3cc(NC(=O)c4ccc(F)cc4Cl)ccc3n2)CC1	2.6	2.6	0.2	-0.1
CS(=O)(=O)N1N=C(c2ccc(Br)cc2)CC1c1ccco1 (stereo not given)	3.6	-49.8	-4.1	0.1
CCOc1cc(/C=C2\C(=O)NC(=O)N(c3cccc(Cl)c3)C2=O)ccc1O	-1.4	12.5	-0.7	0.0
Fc1ccc(-n2cc(-c3ccccc3)c3c(N4CCCC4)ncnc32)cc1	7.0	9.5	-0.4	1.3
COc1cc(OC)c(NC(=O)c2cn(C)c(=O)c3ccccc23)cc1Cl	10.0	3.3	-1.0	0.2
COc1ccc(C2Oc3ccccc3C3CC(c4cccnc4)=NN32)cc1 (stereo not given)	-13.3	-13.1	0.3	0.0
O=C(NCc1nc2ccccc2[nH]1)c1cccc(NCc2cccnc2)n1	-2.3	-20.5	1.7	0.0
C=CCNCCC1CCC(=O)N1CCc1ccccc1OC (stereo not given)	10.4	3.5	0.7	0.0
Cc1cc(/C=C2/NC(=O)NC2=O)c(C)n1-c1ccc(C(C)C)cc1	13.4	4.7	-0.3	-0.1
CC(Oc1cccc2c1CCN(C)C2=O)c1ccccc1 (stereo not given)	-5.8	-3.6	-0.8	0.0
COc1ccc(C(=O)CSC2=C(C#N)C(c3ccccc3Cl)C(C(=O)Nc3ccccc3)=C(C)N2)cc1 (stereo not given)	10.7	6.5	-0.3	0.5
COC(=O)C1=C(C)N(C)C(=O)NC1c1cc(Cl)cc(Cl)c1OC (stereo not given)	-0.6	-7.7	2.5	-0.3
O=c1c2ccccc2nc(SCc2ccccc2F)n1CCn1c(SCc2ccccc2F)nc2ccccc2c1=O	-2.8	2.9	1.1	0.1
O=C1CCc2cc(NS(=O)(=O)Cc3ccccc3Cl)ccc2N1Cc1ccccc1	16.9	-3.0	-0.3	-0.1
Nc1cccc2c1C(=O)N(C(=O)c1sc3cc(F)ccc3c1Cl)C2=O	-4.8	2.0	-2.0	-0.3
COc1ccc(CC(=O)Nc2ccc(-c3cn4nc(OC)ccc4n3)cc2)cc1	15.2	-3.1	-1.2	0.2
COC(=O)C1=C(CN2CCc3ccccc32)NC(=O)NC1c1cc(C)ccc1C (stereo not given)	-4.8	4.8	0.3	0.0
COc1cc(C(=S)N2CCOCC2)ccc1OCC(=O)NCc1ccccc1	4.9	8.7	0.7	0.6
COc1cc(NC(=O)c2csc(Br)n2)cc(OC)c1OC	3.7	0.5	1.6	0.1
O=C(CCCCCn1c(=S)[nH]c2cc3c(cc2c1=O)OCO3)NCc1ccco1	2.9	-2.7	-0.5	-0.1
COc1cc(CNCCCCO)ccc1OCc1ccccc1F	0.4	-21.8	0.3	0.2
c1coc(-c2cc(C3CCNCC3)[nH]n2)c1	-6.2	-3.0	-0.4	0.0
COc1ccc(C(=O)N/N=C/c2cc(Cl)cc(Br)c2O)cc1	25.8	33.4*	-1.4	0.0
CC(C)c1nnc(SCC(=O)N2CCc3ccccc32)n1N	12.1	-3.9	0.3	0.1
O=C1OC(c2ccc(F)cc2)=N/C1=C\C=C\c1ccc([N+](=O)[O-])cc1	-5.3	2.4	0.9	0.0
COc1ccccc1C(=O)Nc1ccc(NC(=O)c2ccncc2)cn1	5.9	4.7	-0.1	0.2
Cc1ccccc1OCC(O)Cn1c(N2CCCC2)nc2c1c(=O)[nH]c(=O)n2C (stereo not given)	-3.6	-1.4	0.3	-0.1
CCOc1ccccc1Nc1nnc(SCc2c(C)noc2C)s1	8.4	6.6	0.4	0.0
S=C(NCc1ccco1)NN1CCOCC1	8.2	12.9	-0.8	-0.2
N#Cc1cc(NC(=O)c2ccc3c(c2)OCO3)ccc1N1CC2CC(C1)c1cccc(=O)n1C2 (stereo not given)	10.3	-15.4	0.6	-0.1
Cc1nc2c(C(=O)NC3CCCC3)cnn2c(C)c1Cc1ccccc1F	3.9	-8.7	0.1	0.0
CCCC/C=C/c1cnc2ccc(NC3CCOCC3)nn12	-7.5	-10.3	0.1	-0.4
COc1cc(Cc2nnc(C(=O)NC3CCCCCC3)o2)cc(OC)c1OC	-3.5	9.4	-0.6	0.3
CCOc1ccc(C(=O)Nc2ccc(Oc3ccc(C)nn3)cc2)cc1	-0.2	-14.2	-0.1	0.1
Cc1cc(NC(=O)c2cccc([N+](=O)[O-])c2C)no1	7.8	4.6	1.7	-0.1
CCC(C)NC(=O)Cn1nc(-c2ccc(C)cc2)ccc1=O (stereo not given)	2.8	4.6	0.8	-0.3
CC(C)(C)c1ccc(C(=O)Nn2c(-c3ccncc3)nc3ccccc3c2=O)cc1	-4.8	3.5	-0.4	0.0
COc1ccc(OC)c(Nc2nc(-c3cccnc3)cs2)c1	-2.4	-12.7	-0.5	-0.3
CC(=O)Nc1nc2ccccc2[nH]1	9.9	4.3	0.1	-0.1
